AmpC inh no detg – AmpC beta-lactamase inhibition without detergent | 330,000 compounds, 0.52% hits | AmpC nitrocefin hydrolysis, absorbance 480 nm, 0.0001% Triton | Potency, µM (doses to about 57.1 µM), without a hit: at the top dose activity change, negative = inhibition, usual class: inhibitors;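 further: potency means the concentration at half of the fitted maximal effect; plate controls were no compound for no effect and no enzyme for full effect; nearly all actives have a fitted effect of over 20% in size; some results filed as inactive show a strong effect at the top dose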
Target sequence (P00811 whole entry, looked up): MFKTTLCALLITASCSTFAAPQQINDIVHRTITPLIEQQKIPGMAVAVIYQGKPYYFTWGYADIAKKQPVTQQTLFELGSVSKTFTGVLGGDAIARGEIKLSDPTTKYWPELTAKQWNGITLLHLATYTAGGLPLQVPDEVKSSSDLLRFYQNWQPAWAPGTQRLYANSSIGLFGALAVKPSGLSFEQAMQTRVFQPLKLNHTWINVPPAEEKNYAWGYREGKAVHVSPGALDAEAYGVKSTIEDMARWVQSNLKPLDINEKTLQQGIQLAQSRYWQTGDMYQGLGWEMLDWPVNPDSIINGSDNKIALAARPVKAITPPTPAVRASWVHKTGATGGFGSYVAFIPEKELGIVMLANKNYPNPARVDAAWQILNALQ
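20 mM phosphate pH 7.0 + 0.01% (detergent screen) or 0.0001% Triton X-100; 5.3 nM AmpC reagent; cpd preinc 15 min RT; nitrocefin (800 uM stock) to start; A480 q20 s × 4 min; Activity was normalised to no-enzyme and no-compound control wells.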
TbPYK inhibitor – T. brucei pyruvate kinase inhibition; TbPYK enzyme, Kinase-Glo Plus ATP luminescence, 45 min; Potency, µM (series often up to 76.8 µM), for inactives: at the highest dose activity, negative = inhibition, most hits filed as inhibitors; 410,000 compounds, 0.12% hits; Q57TT1; further: potency means the concentration at half of the fitted maximal effect; nearly all actives have a fitted effect of over 50% in size
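T. brucei PYK with substrate was exposed to pin-transferred compounds across a concentration series, then started with 130 uM ADP (final). After 45 min at room temperature, Kinase-Glo Plus luminescence was read, normalized and curve-fitted.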
HCMV antiviral – inhibitors of human cytomegalovirus; HFF cells, HCMV-luciferase reporter, 72 h; hits give low values; activity change, negative = inhibition, % at 57.5 µM; 410,000 compounds, 4.5% hits; in the data active means activity change below about -60%; inconclusive means no clear call, values can overlap the other calls; inactive means above about -39%
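Two compound doses tested in HFFs infected with HCMV-luciferase, MOI 1 PFU/cell, 72 h at 37C. Lysate luminescence read with OneGlo; data normalized against buffer-only and 10uM Salinomycin inhibitor controls.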
HCV inhibitor – HCV inhibition. 340,000 compounds, 3.4% hits. Huh7.5.1 HCVcc-Cre infection, luciferase reporter, 44 h. AID 651820. Potency, µM (titrated, usually from 41.8 µM), inactives show top-dose activity change, negative = inhibition, actives largely listed as inhibitors; further: potency means the concentration at half of the fitted maximal effect
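1,000 cells/well; 4 h culture; + compound; + HCVcc-Cre (~0.5 moi); 44 h; luciferase substrate, RT 15 min; read 15 sec.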
AmpC inh detg – AmpC beta-lactamase inhibition with detergent present; 370,000 compounds, 0.041% hits; Potency, µM (top dose mostly 114 µM), without a hit: at the top dose activity change, negative = inhibition, usual class: inhibitors; P00811; AmpC hydrolysis of nitrocefin, absorbance 480 nm, 0.01% Triton;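 further: potency means the concentration at half of the fitted maximal effect; 0% = no-compound wells and -100% = no-enzyme wells; nearly all actives have a fitted effect of over 25% in size; some results filed as inactive show a strong effect at the top dose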
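AmpC (5.3 nM in the dispensed reagent) in 20 mM phosphate pH 7.0 with 0.01% (detergent screen) or 0.0001% Triton X-100 was preincubated with compounds for 15 min at room temperature. Nitrocefin was then added from an 800 uM solution, and hydrolysis was followed at 480 nm.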
LmPK inh – LmPK (Leishmania mexicana) enzyme inhibition; Q27686; 290,000 compounds, 0.37% hits; purified LmPK, Kinase-Glo ATP luminescence, 1 h; Potency, µM (highest dose often 57.5 µM), for the others: top-dose activity change, negative = inhibition, hits mostly inhibitors; further: potency means the concentration at half of the fitted maximal effect
Target sequence (Q27686 whole entry, looked up): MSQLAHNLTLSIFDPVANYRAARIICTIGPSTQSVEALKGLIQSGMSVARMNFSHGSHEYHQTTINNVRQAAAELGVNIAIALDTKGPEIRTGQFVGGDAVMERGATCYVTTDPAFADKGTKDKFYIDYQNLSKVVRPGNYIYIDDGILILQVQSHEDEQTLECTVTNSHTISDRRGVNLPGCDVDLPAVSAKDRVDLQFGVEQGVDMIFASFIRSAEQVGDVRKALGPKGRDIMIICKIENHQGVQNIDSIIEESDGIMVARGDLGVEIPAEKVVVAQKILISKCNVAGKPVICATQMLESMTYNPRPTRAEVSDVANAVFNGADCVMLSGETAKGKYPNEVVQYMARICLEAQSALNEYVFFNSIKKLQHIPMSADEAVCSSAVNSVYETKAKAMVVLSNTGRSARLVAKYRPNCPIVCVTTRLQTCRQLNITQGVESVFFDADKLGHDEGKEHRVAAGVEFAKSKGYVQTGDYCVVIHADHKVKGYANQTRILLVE
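ATP generated from ADP (0.1 mM) and PEP (0.5 mM) by 0.1 nM LmPK over 1 h at room temperature (pH 7.2 imidazole buffer) was detected by coupled luciferase luminescence. Values were normalized to uninhibited and no-enzyme wells.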
AMA1-RON2 inh – AMA1-RON2 (P. falciparum) interaction inhibition. AlphaScreen AMA1-biotinylated RON2 peptide binding. Potency, µM (top dose mostly 58.2 µM), without a hit: at the top dose activity change, negative = inhibition, usual class: inhibitors. 360,000 compounds, 0.2% hits. AID 720542;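 further: potency means the concentration at half of the fitted maximal effect; 0% = vehicle wells and -100% = peptide control; nearly all actives have a fitted effect of over 45% in size; some results filed as inactive show a strong effect at the top dose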
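AMA1 (3D7) with his tag at 25 nM final met compounds first, then biotinylated RON2 peptide at 25 nM; detection used donor plus acceptor beads, 10 µg/mL apiece, read by AlphaScreen after 30 min at room temperature.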
Active calls of the source: *; ? = inconclusive; / = not tested or not shown; & = joins results of further samples; [ ] = remark or other dose. Unless noted, the call rests on the fitted dose curve; in most records, active means well fitted curve in the direction sought with a large enough effect; inconclusive means small, poorly fitted or top-dose-only effect, or another doubt; inactive means no such curve, though single readings can be large; an effect the other way counts as inactive or inconclusive. Unless noted, on the % scale 0 is the no-effect control and ±100 the full control effect.

nr	SMILES	HCV inhibitor	TbPYK inhibitor	AmpC inh detg	AmpC inh no detg	AMA1-RON2 inh	HCMV antiviral	LmPK inh
1	O=C(NCCCCO)C(F)(F)C(F)(F)C(F)(F)C(=O)NCCCCO	17%	1%	?	-10%	18%	29	-2%
2	CCN(C1CCS(=O)(=O)C1)S(=O)(=O)c1cccc([N+](=O)[O-])c1 (stereo not drawn)	-7%	-7%	1%	-2%	-1%	-35	-4%
3	COc1cccc(C(=O)N2CCN(c3nc4cc(C)cc(C)c4cc3C#N)CC2)c1	/	10%	/	/	1%	-11	/
4	COc1ccc(-c2cc(C)no2)cc1S(=O)(=O)Nc1ccc(NC(C)=O)cc1	-11%	0%	-1%	-19%	6%	0	0%
5	COc1ccc(S(=O)(=O)N(CCC(=O)O)Cc2ccccc2)cc1	-27%	1%	3%	-17%	-1%	-37	2%
6	O=C(c1ccccc1)c1sc(Nc2ccc3c(c2)OCO3)nc1-c1ccccc1	/	5%	/	/	-9%	-39	/
7	O=C(Cn1nc(C(=O)O)c2ccccc2c1=O)c1c[nH]c2ccccc12	-30%	3%	-5%	-35%	-1%	35	-2%
8	COc1ccc(CCN=Cc2ccc(O)cc2)cc1OC	7%	1%	?	1%	13%	-11	-4%
9	Cc1nnc(N2CCCC(C(=O)NCc3ccccc3F)C2)c2nn(-c3ccccc3)c(C)c12 (stereo not drawn)	-16%	1%	-3%	2%	3%	-20	1%
10	CC1(C)C(CC(=O)O)CC1C(=O)O (stereo not drawn)	7%	-7%	/	/	-29%	-11	/
11	CC(NC(=O)c1ccco1)C(=O)N1CCN(C(c2ccccc2)c2ccccc2)CC1 (stereo not drawn)	/	4%	-15%	132%[activator]	-3%	/	2%
12	Cc1ccc(OC(=O)Nc2ccccc2)cc1	13%	-4%	-7%	-6%	6%	-8	-18%
13	N/C(=N\OC(=O)c1cc(Br)ccc1Cl)c1cccnc1	12%	4%	-11%	-17%	?	47	-1%
14	COc1ccc(CNS(=O)(=O)c2ccc(F)cc2Br)cc1	15%	-1%	/	/	6%	-6	/
15	Cc1c(N=Cc2ccncc2)c(=O)n(-c2ccccc2)n1C	-2%	7%	-9%	-15%	-1%	-8	-1%
16	CCCC(=O)NC(c1ccc(OCC)cc1)c1ccc(OC)c(OC)c1 (stereo not drawn)	-12%	-1%	1%	28%	-15%	-37	2%
17	Cc1nn(Cc2ccccc2)c(Cl)c1/C=N/NC(=O)CNc1cccc(C(F)(F)F)c1	?	1%	1%	-23%	-6%	5	3%
18	COCCN(C(=O)CCC(=O)Nc1ccccn1)C(C(=O)NC1CCCC1)c1ccc(OC)cc1 (stereo not drawn)	-1%&-2%	0%	-8%	22%	0%	6	1%
19	CCN(CC)S(=O)(=O)c1cccc(C(=O)N2CCCc3ccccc32)c1	-1%	-3%	-11%	18%	-11%	-14	-6%
20	CCOCC(=O)Nc1cccc(NC(C)=O)c1	0%	-2%	-6%	-24%	-6%	20	-7%
21	Cc1ccc(CC2CC(=O)N(c3ccncc3)C2=O)cc1 (stereo not drawn)	6%	4%	?	-17%	-15%	-28	-3%
22	COc1ccc(CC(=O)N2CC(=O)Nc3ccc(Br)cc3C2c2ccc(F)cc2)cc1 (stereo not drawn)	/	-29%	-1%	/	/	-8	/
23	Cc1ccc(C)c(N2CCN(C(=O)c3cc(C)nc4c3c(C)nn4-c3cccc(F)c3)CC2)c1	/	-4%	13%	/	/	18	/
24	CCS(=O)(=O)NCc1nnc2n1-c1ccc(Br)cc1C(c1ccccc1Cl)=NC2	14%	-1%	/	/	-1%	7	/
25	COc1ccccc1S(=O)(=O)Nc1cccc(-c2nnc3n2CCCCC3)c1	2%	-1%	?	8%	5%	-21	4%
26	Cc1ccccc1-c1nc2scc(CCNC(=O)c3ccco3)n2n1	/	0%	-2%	/	/	11	/
27	CN1CCN(S(=O)(=O)c2cccc(C(=O)O)c2)CC1	3%	5%	2%	-22%	0%	0	2%
28	COc1cccc(C2=CC(c3ccc(N(C)C)cc3)n3ncnc3N2)c1 (stereo not drawn)	/	/	-9%	33%	/	/	0%
29	COc1ccc(CSC2=NCCN2)cc1Br	4%	4%	-2%	-6%	1%	5	-6%
30	Cc1cnc(C(=O)OCC(=O)c2ccc(Br)s2)cn1	12%	-1%	-17%	-5%	5%	-23	/
31	COCc1[nH]nc2c1C1(CCSCC1)C(C#N)=C(N)O2	?	-2%	1%	-17%	-24%	31	4%
32	O=C1C=C(c2ccc(C(=O)O)cc2)C[C@@H](c2ccc3c(c2)OCO3)C1	37%[activator]	-1%	-8%	-21%	12%	91	/
33	Cc1ccccc1OCC(=O)NCCN(C)C	3%	-6%	?	0%	3%	34	6%
34	Cc1cc(-c2nnc(SCC(=O)Nc3ccc(F)cc3)n2N)n[nH]1	0%	-12%	1%	-15%	4%	-31	2%
35	CCN(CC)S(=O)(=O)c1ccc(-c2nnc(SCC(=O)c3ccc(OC)cc3)o2)cc1	-9%	4%	-5%	-33%	5%	-33	4%
36	Clc1ccc(N2CCN(Cc3ccco3)CC2)cc1	4%	4%	-1%	-7%	-18%	-9	-2%
37	Cc1cccc(-n2ncc3c(NCc4ccc5c(c4)OCO5)ncnc32)c1	?	/	-1%	-4%	-4%	-10	-9%
38	O=C(CC1C(=O)NCCN1C/C=C/c1ccccc1)NCCc1cnccn1 (stereo not drawn)	7%	-6%	-3%	4%	10%	-1	-6%
39	COc1ccc(NC(=O)CSc2nncs2)cc1OC	16%	-5%	-4%	-10%	-11%	-5	0%
40	O=C(CC1C=Cc2ccccc2N1C(=O)c1ccccc1)c1ccccc1 (stereo not drawn)	10µM*	-1%	0%	-17%	4%	-2	5%
41	COc1cccc(/C=C2/CN(C)CC3=C2OC(N)=C(C#N)C3c2cccc(OC)c2)c1 (stereo not drawn)	?	-8%	?	13%	-29%	9	-3%
42	CCN1/C(=C/c2ccc3cccc(C)c3[n+]2CC)Sc2ccccc21	6.3µM*	-5%	?	-3%	-2%	-104*	-14%
43	COc1ccc(OCC(O)Cn2c(=N)n(CCN3CCCCC3)c3ccccc32)cc1 (stereo not drawn)	?	?	?	4%	-10%	-8&-22	-2%
44	Cc1ccc(S(=O)(=O)N2CCCC2C(=O)O)cc1 (stereo not drawn)	21%	5%	-15%	-12%	0%	-11	-2%
45	C[C@H]1COc2cc(N3CCN(C)CC3)ccc2S(=O)(=O)N1	/	-4%	/	/	6%	-1	/
46	COc1ccc(-c2cn3nc(N4CCC(C(=O)Nc5cccc(C)c5C)CC4)sc3n2)cc1	/	7%[15.4 µM]	-1%	/	/	0	/
47	CC(OC(=O)[C@@H](NC(=O)OCc1ccccc1)C(C)C)C(=O)Nc1ccc(N2CCOCC2)cc1 (stereo partly drawn)	5%	0%	/	/	0%	0	/
48	CC(C)(C)n1nnnc1C(c1ccccc1)N1CCc2ccccc2C1 (stereo not drawn)	12%	-13%	?	-27%	-5%	/	-3%
49	Cc1cc(-n2ccc(=O)[nH]c2=O)nc(-c2ccccc2)n1	13%	3%	?	-5%	3%	11	-2%
50	O=C(CN1C(=O)S/C(=C\c2cccc(Cl)c2)C1=O)NCCCn1ccnc1	10%	-4%	0%	79%[activator]	9%	-26	0%
51	O=C(CCOc1ccccc1)N1CCCC(Nc2ccccc2)C1 (stereo not drawn)	/	8%	/	/	-14%	-22	/
52	COc1cccc(C(=O)N2CCC(n3nccc3NC(=O)CCOc3ccccc3)CC2)c1	5%	10%	6%	38%	-9%	?	3%
53	O=C(CCC(=O)Nc1ccc(F)cc1)N/N=C/c1ccc(F)cc1	-11%	-1%	2%	-11%	0%	29	-6%
54	C=C1C(=O)[C@]23C[C@H]1CC[C@H]2[C@]1(C)[C@@H](OC(C)=O)CC[C@@](C)(C(=O)O)[C@H]1C[C@@H]3O	/	-17%	/	/	6%	-66*	/
55	O=C(c1ccc2ccccc2n1)N1CCN(Cc2c(F)cccc2Cl)CC1	-2%	-2%	-1%	58%	8%	56	2%
56	O=C(CSc1nc2ccccc2n1Cc1cccc(F)c1)NCc1ccccc1	/	1%	-1%	/	/	-39	/
57	CCCOC(=O)c1c(NC(=O)CSc2nc(-c3ccco3)cc(C(F)(F)F)n2)sc(C(=O)OC)c1C	?	10%	1%	-2%	-1%	-20	6%
58	COc1ccc(-c2cc(=O)c3ccccc3[nH]2)cc1	5%[8.37 µM]	0%	-20%	-23%	-5%	17	-2%
59	CCCCCCC(=O)N/N=C/c1c(O)n(C(C)CC)c(=S)[nH]c1=O (stereo not drawn)	?	9%	6%	-58%	87%[activator]	3	2%
60	O=C(Cc1ccc(F)cc1)Nc1ccc(F)c([N+](=O)[O-])c1	6%	2%	8%	-48%	21%	-8	-5%

(more compounds)
nr	SMILES	HCV inhibitor	TbPYK inhibitor	AmpC inh detg	AmpC inh no detg	AMA1-RON2 inh	HCMV antiviral	LmPK inh
61	Cc1cccc(NC(=O)c2cccc(C(=O)Nc3cccc(C)c3)n2)c1	9%	2%	/	/	0%	40	/
62	CC1CCCCN1CCNC(=O)C1CC(=O)N(c2ccc(F)c(Cl)c2)C1 (stereo not drawn)	?	-3%	-2%	-7%	2%	-7	2%
63	CN(C(=O)c1ccc(N2CCCCC2)c([N+](=O)[O-])c1)C1CCS(=O)(=O)C1 (stereo not drawn)	?	0%	/	3%	2%	8	/
64	Cc1ccc(-c2csc(=S)[nH]2)cc1	5%	?	-2%	-34%	87%[activator]	-15	-3%
65	COc1cc2c(cc1NC(=O)CSCC(=O)O)oc1ccccc12	-15%	-7%	?	-42%	-17%	-1	-1%
66	CCN(CC)S(=O)(=O)c1ccc(C(=O)NCc2ccc3c(c2)OCO3)cc1	0%	5%	-18%	-20%	-13%	-16	-2%
67	COc1ccc(S(=O)(=O)Nc2cccc3c2O[C@H](CN(C)Cc2ccccc2)[C@@H](C)CN([C@H](C)CO)C3=O)cc1	8%	4%	/	187%[activator]	11%	2	/

From no. 1 to 3, copied from above:
nr	SMILES	HCV inhibitor	TbPYK inhibitor	AmpC inh detg	AmpC inh no detg	AMA1-RON2 inh	HCMV antiviral	LmPK inh
1	O=C(NCCCCO)C(F)(F)C(F)(F)C(F)(F)C(=O)NCCCCO	17%	1%	?	-10%	18%	29	-2%
2	CCN(C1CCS(=O)(=O)C1)S(=O)(=O)c1cccc([N+](=O)[O-])c1 (stereo not drawn)	-7%	-7%	1%	-2%	-1%	-35	-4%
3	COc1cccc(C(=O)N2CCN(c3nc4cc(C)cc(C)c4cc3C#N)CC2)c1	/	10%	/	/	1%	-11	/

Assay outcomes: PubChem BioAssay, National Center for Advancing Translational Sciences (NCATS)
